# HTRA1 inh: HTRA1 serine protease inhibitors, primary screen, biochemical, fluorescence polarization, HTS; recombinant HTRA1, FP-rhodamine activity-based probe; 0.5% of 340,000 active; inhibition, % at 5.96 µM; AID 504803, 2011; Q92743; in the data active means inhibition above about 36%;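 further: 0% = enzyme with DMSO and 100% = wells lacking enzyme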
# ABHD4 inh: ABHD4 inhibitors, primary screen, biochemical, fluorescence polarization, mouse; (Lyso)-N-acylphosphatidylethanolamine lipase (Mus musculus), Q8VD66; purified mABHD4, FP-Rh probe fluorescence polarization; inhibition, % at 8.92 µM; 0.54% of 370,000 active; AID 720543, 2013;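 active means inhibition exceeding the mean over every tested compound plus 3 SD, cut at about 30% in these data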;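 further: 0% = plate median of compound wells and 100% = S159A mutant with DMSO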
# Target sequence (Q8VD66 whole entry, looked up): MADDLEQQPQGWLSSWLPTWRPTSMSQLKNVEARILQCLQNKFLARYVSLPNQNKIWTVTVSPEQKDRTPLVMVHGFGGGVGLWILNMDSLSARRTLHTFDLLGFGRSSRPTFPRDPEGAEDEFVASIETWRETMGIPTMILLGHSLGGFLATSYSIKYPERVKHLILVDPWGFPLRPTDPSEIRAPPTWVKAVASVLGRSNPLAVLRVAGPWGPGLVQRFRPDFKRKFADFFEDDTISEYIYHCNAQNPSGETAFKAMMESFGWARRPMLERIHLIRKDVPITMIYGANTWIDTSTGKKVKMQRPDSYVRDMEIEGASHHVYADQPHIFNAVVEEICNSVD
#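 Assay system: mouse ABHD4 enzyme, wild type / Also added: fluorescent activity-based probe FP-Rh / Doses: single nominal dose of 8.92 µM, 0.89% DMSO final / Timing: 45 min compound pre-incubation plus 60 min probe step, 25 °C / Signal: FP readout, ex 525 nm / em 598 nm / Control set: S159A mutant/DMSO as 100%, compound-well median as 0%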
# MBD2 DNA inh: inhibitors of MBD2 binding to methylated DNA, primary screen, biochemical, TR-FRET, DNA-binding domain, human. inhibition, % at 4.4 µM. Methyl-CpG-binding domain protein 2 (Homo sapiens), Q9UBB5. AID 686964, 2013. MBD2 binding to methylated oligonucleotide. 0.31% of 370,000 active; in the data active means inhibition above about 13%
# NPR2 activator: human GC-B receptor activators, primary screen, HEK293 GC-B cells, cGMP TR-FRET, EC30 CNP | Atrial natriuretic peptide receptor 2 (Homo sapiens), P20594 | 0% at EC30 CNP, 100% saturating CNP | activation, % at 10 µM | 0.11% of 370,000 active | AID 1920062, 2024;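 active means activation at 10 µM reaching about 35% in either raw or pattern-adjusted values, limit read from the data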
# rCAG RNA binder: binders of r(CAG) RNA repeats, primary screen, biochemical, fluorescence. r(CAG) RNA repeat, TO-PRO-1 dye displacement fluorescence. 1.3% of 370,000 active. AID 651821, 2012. inhibition, % at 3 µM;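 active means inhibition above the plate cutoff, the mean of all test compounds on that plate plus 3 SD, cut at about 35% in these data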;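 further: 0% = DMSO alone and 100% = 100 µM mitoxantrone as full dye displacement; higher means more dye released from RNA so lower well fluorescence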
# TDP2 inh: human TDP2 enzyme inhibitors, primary screen, biochemical, epi absorbance, recombinant enzyme; 0.34% of 370,000 active; T5PNP hydrolysis, p-nitrophenol absorbance 415 nm; AID 720702, 2013; inhibition, % at 12.8 µM; Tyrosyl-DNA phosphodiesterase 2 (Homo sapiens), O95551;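 active means inhibition above the mean of all tested compounds plus 3 SD, set per campaign, cut at about 25% in these data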;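 further: 0% = DMSO with enzyme and 100% = buffer with substrate but no TDP2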
# Target sequence (O95551 whole entry, looked up): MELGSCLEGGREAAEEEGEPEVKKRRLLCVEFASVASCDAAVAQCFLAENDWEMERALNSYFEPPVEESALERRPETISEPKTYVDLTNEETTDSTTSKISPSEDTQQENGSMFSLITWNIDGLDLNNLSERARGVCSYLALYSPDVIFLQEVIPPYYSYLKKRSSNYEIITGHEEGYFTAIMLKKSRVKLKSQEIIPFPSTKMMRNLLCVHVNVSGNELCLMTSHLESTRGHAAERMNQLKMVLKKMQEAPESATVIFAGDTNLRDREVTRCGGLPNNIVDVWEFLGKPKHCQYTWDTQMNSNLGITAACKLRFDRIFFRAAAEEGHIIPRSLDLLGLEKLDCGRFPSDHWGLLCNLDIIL
#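 Assay system: Recombinant human TDP2 | Quantity: 120 nM TDP2 per well | Incubation: 2 h at 37 °C | Signal: Epi absorbance | Evaluation: Percent inhibition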
# LEDGF integ inh: blockers of LEDGF/p75-dependent integrase strand transfer – biochemical, TR-FRET, high throughput, primary screen; inhibition, % at 3.7 µM; HIV-1 integrase (with human LEDGF/p75); 0.64% of 370,000 active; TR-FRET IN-LEDGF/p75 DNA integration, Eu/Cy5;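 active means inhibition above the screen-wide mean plus 3 SD, cut at about 13% in these data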;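 further: signal is the Cy5 over europium emission ratio at 671 and 618 nm; 0% = plate median of compound wells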
# PRMT1 inh: PRMT1 methyltransferase inhibitors, primary screen, biochemical, fluorescence polarization; inhibition, % at 2.79 µM; recombinant PRMT1, activity-based probe fluorescence polarization; Protein arginine N-methyltransferase 1 (Homo sapiens), Q99873; 1.3% of 370,000 active;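 active means inhibition above about 21% made by adding two undisclosed values, limit read from the data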
# Target sequence (Q99873 whole entry, looked up): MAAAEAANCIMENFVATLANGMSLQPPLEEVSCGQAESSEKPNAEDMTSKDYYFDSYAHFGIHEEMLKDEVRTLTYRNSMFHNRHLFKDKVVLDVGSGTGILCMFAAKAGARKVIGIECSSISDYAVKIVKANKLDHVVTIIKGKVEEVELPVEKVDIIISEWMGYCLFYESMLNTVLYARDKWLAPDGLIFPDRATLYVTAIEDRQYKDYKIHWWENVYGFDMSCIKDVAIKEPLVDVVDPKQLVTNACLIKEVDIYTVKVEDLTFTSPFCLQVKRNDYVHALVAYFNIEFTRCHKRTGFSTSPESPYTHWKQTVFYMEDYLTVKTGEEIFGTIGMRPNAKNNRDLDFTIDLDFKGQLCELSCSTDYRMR
# TCR-CD3 inh: inhibitors of human TCR-CD3 interaction, primary screen, biochemical, fluorescence, TAMRA-labeled TCR probe. T-cell receptor (TCR). inhibition, % at 9.4 µM. 0.37% of 360,000 active; in the data active means inhibition above about 19%;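 further: recombinant mutant TCR 2C K166C tagged with TAMRA read by polarization; 0% = receptor in buffer alone and 100% = receptor with positive control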
# SIAE primary: human SIAE inhibitors, primary screen, biochemical, fluorescence polarization, FP-Rh probe, 1536-well HTS; AID 1053197, 2014; Sialate O-acetylesterase (Homo sapiens), Q9HAT2; 0.69% of 370,000 active; SIAE FP-Rh probe binding; inhibition, % at 9.66 µM;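 active means inhibition above a cutoff: mean of compounds within the control limits plus 3 SD of those, cut at about 17% in these data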;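 further: 0% = plate median of compound wells and 100% = probe without SIAE protein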
# The depositor's hits bear a star; nt = not tested or not shown.
# Sample of the layout (6 entries):
SMILES,HTRA1 inh,ABHD4 inh,MBD2 DNA inh,NPR2 activator,rCAG RNA binder,TDP2 inh,LEDGF integ inh,PRMT1 inh,TCR-CD3 inh,SIAE primary
COC(=O)C1C(c2ccc(I)cc2)CC2CCC1N2C (stereo not drawn),nt,3,4,-11,4,-3,1,-2,-4,1
Cc1csc(NC(=O)C(Cl)c2ccccc2)n1 (stereo not drawn) (tested in a mixture with another compound),nt,0,0,-1,4,3,2,2,4,0
COC(=O)C1=C(c2ccc(C(C)=O)cc2)C[C@@H]2CC[C@H]1N2C(=O)N1CCOCC1,-7,10,2,4,-2,-8,0,0,5,-2
COc1ccc2c(c1OC)C(=O)OC2C1c2cc3c(cc2CCN1C)OCO3 (stereo not drawn),8,-13,-4,-12,-1,-6,1,-1,-9,-4
Cc1cc(N2CCN(C)CC2)nc2ccccc12,4,3,2,-3,4,6,0,-2,-2,10
Cc1ccc(NC(=O)N2CC2)cc1NC(=O)N1CC1,5,4,-3,4,5,-6,4,-4,-16,0

# The whole of this part, from the first entry:
SMILES,HTRA1 inh,ABHD4 inh,MBD2 DNA inh,NPR2 activator,rCAG RNA binder,TDP2 inh,LEDGF integ inh,PRMT1 inh,TCR-CD3 inh,SIAE primary
COC(=O)C1C(c2ccc(I)cc2)CC2CCC1N2C (stereo not drawn),nt,3,4,-11,4,-3,1,-2,-4,1
Cc1csc(NC(=O)C(Cl)c2ccccc2)n1 (stereo not drawn) (tested in a mixture with another compound),nt,0,0,-1,4,3,2,2,4,0
COC(=O)C1=C(c2ccc(C(C)=O)cc2)C[C@@H]2CC[C@H]1N2C(=O)N1CCOCC1,-7,10,2,4,-2,-8,0,0,5,-2
COc1ccc2c(c1OC)C(=O)OC2C1c2cc3c(cc2CCN1C)OCO3 (stereo not drawn),8,-13,-4,-12,-1,-6,1,-1,-9,-4
Cc1cc(N2CCN(C)CC2)nc2ccccc12,4,3,2,-3,4,6,0,-2,-2,10
Cc1ccc(NC(=O)N2CC2)cc1NC(=O)N1CC1,5,4,-3,4,5,-6,4,-4,-16,0
O=C1C2CCN(CC2)C1Cc1ccccc1O (stereo not drawn),nt,25,-8,-1,3,4,-1,0,5,-1
O=c1[nH]c(=O)n(-c2cccc(Cl)c2)c(O)c1/C=N/c1ccccn1,-7,6,-3,-3,0,6,-3,2,-4,-1
CC(NCc1ccc(Cl)cc1Cl)C(O)c1ccccc1 (stereo not drawn),-8,-2,1,-8,-4,1,2,2,3,-3
Cn1c(O)c(C=NCc2ccco2)c(=O)n(C)c1=O,-4,4,-7,5,-2,8,-1,-1,-5,2
C=CCOC(=O)C1=C(C)OC(N)=C(C(=O)OCC)C12C(=O)N(CC(N)=O)c1ccccc12 (stereo not drawn),3,3,1,0,-10,-5,1,0,-7,2
Cc1cc(OCC(=O)NC(Cc2ccc(Cl)cc2)C(=O)O)c2c3c(c(=O)oc2c1)CCC3 (stereo not drawn),-6,4,-5,-7,54*,-1,-2,4,1,3
COc1cccc(C(=O)C2CCCN(Cc3ccc(F)cc3)C2)c1 (stereo not drawn),-4,2,-6,-4,-8,-4,-5,4,-4,-5
CCOC(=O)c1c(C)n(COCCO)c2ccc(O)cc12,1,3,1,6,3,2,2,-1,0,-1
CCOc1c(Cl)cc(CNC(C)C(O)c2ccccc2)cc1OC (stereo not drawn),2,7,1,4,-5,-3,-14,6,0,1
N=Cc1c(O)n(-c2ccccc2)c(=O)n(-c2ccccc2)c1=O,0,-1,-5,3,-5,4,1,3,0,6
C#C[C@]1(O)CC[C@H]2[C@@H]3[C@H](O)C[C@H]4C[C@@H](O)CC[C@]4(C)[C@H]3CC[C@@]21C,11,1,-2,1,2,-1,0,0,1,4
CC(C)(C)OC(=O)NCCCCC(N)[P+](=O)O (stereo not drawn),nt,4,-3,0,3,7,-3,6,nt,0
Cc1cc(C(=O)N2CCC3(CC2)OCCO3)no1,6,-5,-5,0,0,8,0,1,1,1
O=C(CN1CCN(Cc2cccc(Cl)c2)C1=O)N1CCC2(CC1)OCCO2,6,-3,3,2,-1,-4,-3,0,-1,-4
Cc1ccc(C(O)P(=O)(Oc2ccccc2)Oc2ccccc2)cc1 (stereo not drawn),-7,19,-1,2,-7,-1,-1,0,4,3
C=C(c1ccccc1)P(=O)(O)O,7,-2,2,3,0,5,4,0,6,8
CC(C)COC(=O)N1Cc2ccccc2-n2nncc2C1,0,2,0,-1,-1,-9,5,-10,3,-1
O=S(=O)(c1ccc(Cl)cc1Cl)N1CCCC1c1cccnc1 (stereo not drawn),5,2,4,0,-4,-1,-3,2,-3,-4
Clc1ccc(C(c2ccc(Cl)cc2)n2cc[n+](CC(OCc3ccc(Cl)cc3Cl)c3ccc(Cl)cc3Cl)c2)cc1 (stereo not drawn),-108,29,5,-14,16,-2,-4,3,1,-12
O=C(CN1CCN(C(=O)COc2cccc(F)c2)CC1)Nc1ccc(Cl)c(C(F)(F)F)c1,-7,-16,0,-7,4,-11,-6,3,-1,-1
c1cc2c(cc1N1CCCCC1)C1CC2CCN1 (stereo not drawn),7,6,6,1,3,-1,0,0,-2,1
C/C=C1\NC(=O)[C@H](C)NC(=O)[C@@H](NC(=O)[C@H](Cc2ccc(O)cc2)NC(=O)[C@@H](NC(=O)/C(C)=C/C)C(C)C)[C@@H](C)OC(=O)[C@H](CCCc2ccc(O)cc2)NC(=O)[C@@H](CCC(=O)O)NC1=O,nt,5,0,3,20,-6,-1,5,-8,1
Cc1ccsc1C(=O)C1CCCN(CCO)C1 (stereo not drawn),2,9,2,3,1,0,1,0,-1,2
COc1ccccc1-n1c(CNCC2CCCO2)nc2ccccc2c1=O (stereo not drawn),-2,-7,0,-3,2,-18,5,-5,4,-14
COc1ccc(-n2c(O)c(/C(C)=N/Nc3ccccc3)c(=O)[nH]c2=O)cc1,2,4,-6,-8,5,2,3,0,5,5
Cc1ccccc1-c1nc2ccccc2c(=O)n1C,4,-3,4,6,-2,11,4,1,11,8
CCOc1cc2c(cc1OCC)-n1cccc1C(c1ccc(C(C)C)cc1)NC2 (stereo not drawn),-8,12,2,-4,-6,-5,0,-3,4,2
O=[N+]([O-])c1ccc(Nc2ccccc2)cc1,-16,-1,0,-14,1,5,-1,-1,-1,8
CCCOC(=O)C1C2c3ccccc3C(c3ccccc32)C1C(=O)O (stereo not drawn),-1,2,-3,4,-2,-3,2,-3,6,-1
Cn1ccnc1P(=S)(c1nccn1C)c1nccn1C,71*,3,-5,2,-4,-4,2,0,2,0
CC(C)N1C(=O)CCC1C(=O)N1CCC2(CC1)OCCO2 (stereo not drawn),2,-3,2,3,-2,6,-2,-2,6,1
CCN(CC)c1ccc(CN2CC=C(c3ccc(F)cc3)CC2)cc1,0,18,4,-20,2,-14,-7,4,1,4
CN(C)C(CNC(=O)Cc1c(Cl)cccc1Cl)c1ccccc1 (stereo not drawn),-4,8,-4,-8,-4,-3,1,-3,-4,17*
CCN1C(=O)/C(=C/c2ccc3c(c2)CCN3CCCCl)C(=O)NC1=S,18,-11,-2,-4,21,-1,3,11,-33,-17
C=CCn1c(O)c(C(CC)=NCCCO)c(=O)[nH]c1=O,8,8,-1,4,0,-2,1,-6,11,3
COC(=O)C1=C(c2ccc(Cl)c(C(F)(F)F)c2)C[C@@H]2CC[C@H]1N2C(=O)NC(C)C,-6,2,-1,-6,-7,-1,-1,2,-1,-7
COC(=O)C1=C(c2cc3ccccc3o2)C[C@@H]2CC[C@H]1N2C(=O)NCCNC(C)=O,-6,5,2,2,-2,2,-1,-6,-2,-5
O=C(CN1CCCCC1)c1ccc2c(c1)OCO2,1,2,1,2,0,12,1,-1,1,4
Cn1c(O)c(C=NCCN2CCNCC2)c(=O)n(C)c1=O,8,7,-2,2,-1,-21,-3,2,1,5
CCN(CC)P(=O)(Oc1ccccc1)Oc1ccccc1,6,6,-3,-7,-7,-2,0,-3,7,3
O=c1c2ccccc2nc(/C=C/c2ccc(O)cc2)n1-c1ccc(O)cc1,-21,2,-2,6,14,17,1,0,5,10
Cc1cccc(C2=NCC(=O)N(CC(=O)NCc3ccco3)c3sc4c(c32)CCCC4)c1,-31,-3,1,-7,-2,-5,4,0,5,-4
O=C(CCC(=O)N1CCC2(CC1)OCCO2)Nc1nnc(C2CCCCC2)s1,3,3,0,3,-8,11,-3,-4,1,6
CCc1ccc(CN2CCN(Cc3cc(Br)ccc3O)CC2)cc1,0,11,2,2,-5,6,1,0,-3,-1

# Additional compounds
SMILES,HTRA1 inh,ABHD4 inh,MBD2 DNA inh,NPR2 activator,rCAG RNA binder,TDP2 inh,LEDGF integ inh,PRMT1 inh,TCR-CD3 inh,SIAE primary
CCOc1cccc(C2NCc3ccccc3-n3cccc32)c1O (stereo not drawn),2,0,1,-22,7,-5,-3,6,1,2
CC1=NN(c2ccccc2)C(=O)C1/C=C1/C(=O)NC(=O)N(c2cc(C)cc(C)c2)C1=O (stereo not drawn),0,-6,-7,0,13,20,0,1,5,75*
CC(C)(C)n1nnnc1C1CN=C(c2ccccc2)c2ccccc2N1 (stereo not drawn),nt,3,1,4,-1,0,-2,-2,nt,-2
Nc1ncc(P(=S)(N2CCOCC2)N2CCOCC2)s1,-1,1,-5,6,3,-4,0,-3,4,0
NC(Cc1ccccc1)[P+](=O)O (stereo not drawn),nt,7,-4,4,1,5,-5,3,nt,1
CC1N=C(c2ccccc2)c2cc(Br)ccc2NC1=O (stereo not drawn),4,1,-3,4,-1,-16,-2,-2,2,-2
C[C@@H]1CN([C@H](C)CO)C(=O)CCCn2nncc2CO[C@@H]1CN(C)C(=O)Oc1cccc2ccccc12,0,4,3,4,-1,7,-2,1,-6,-2
Cn1cc(C(=O)N2CCCCC2)c2ccccc21,4,3,3,5,0,6,-3,3,-1,-5
CCCC(C)(COC(N)=O)COC(=O)NC(C)C (stereo not drawn),4,-11,-3,5,1,7,6,-3,11,-9
COC(=O)C1=C(c2ccc3ccccc3c2)C[C@@H]2CC[C@H]1N2C(=O)NCCCOC(C)C,-5,8,5,-1,-7,-8,0,2,-4,-4
O=c1[nH]c(=O)n(C2CCCCCC2)c(O)c1C=NCC1CCCO1 (stereo not drawn),9,-5,1,0,-6,-8,-1,2,8,6
S=C(NCCc1ccccc1)NCCc1cnc[nH]1,4,7,-3,1,-4,-1,3,-4,0,-3
CCOc1cc2c(cc1OCC)-n1cccc1C(c1ccccc1OC)NC2 (stereo not drawn),-3,0,0,-8,-3,-1,-1,-3,-1,2

# Source: PubChem BioAssay

# An excerpt, so the mix of outcomes need not match the whole.
